From PubChem BioAssay
Akt phos inh = inhibitors of Akt phosphorylation; AID 651550; Neuro2A IGF-stimulated pAkt S473 HTRF, 20 min; active compounds read low; activity change, % for hits at 50 µM; actives 0.32% (n = 360,000); in the data active means activity change below about -80%; inconclusive means mostly about -51% to -80%; further: on the % scale 0 is the no-effect control and ±100 the full control effect
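Single-point screen (50 µM final compound) in Neuro2A cells stimulated 20 min with 6 nM IGF at 37 deg C. After lysis, Ser473-phosphorylated Akt read by HTRF (ex 330 nm, em 615/665 nm) as the 665/615 ratio.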
A549 tox = counter-screen for Nrf2 inhibitors: cytotoxicity in A549 cells. A549 ARE-Fluc cells, CellTiter-Fluor viability, 18-24 h. Potency, µM (series often up to 46 µM), for inactives: top-dose activity change, negative = cytotoxicity, hits mostly inhibitors. actives 0.16% (n = 390,000). AID 504648; further: potency means the concentration at half of the fitted maximal effect; on the % scale 0 is the no-effect control and ±100 the full control effect
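A549 ARE_Fluc cells in 5% FBS OPTI-MEM were exposed to compounds in concentration-response for 18-24 h at 37 deg C. Viability was read by CellTiter-Fluor fluorescence (Ex 405/Em 525) after 30 min, before the luciferase read.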
CCT modulator = cytosolic chaperonin activity modulation; AID 651819; purified chaperonin ATPase assay, HTRF ADP detection, 30 min; actives 0.3% (n = 360,000); activity change, % (no concentration beside the values), hits read low; in the data active means activity change below about -30%; further: on the % scale 0 is the no-effect control and ±100 the full control effect
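Enzyme 40 or 20 nM (batch-dependent) in Tris pH 7.4/KCl/MgCl2/DTT; cpd 76 uM single point; ATP 10 uM; 30 min 37 °C; Transcreener ADP HTRF detection, 30 min RT; ratio 665/615.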
Mm-Cpn inhibitor = M. maripaludis TRiC chaperonin inhibition | Potency, µM (titrated, usually from 76.9 µM), for the others: at the top dose activity, negative = inhibition, usual class: inhibitors | actives 0.031% (n = 330,000) | AID 504842 | purified Mm-Cpn ATPase, ADP Transcreener TR-FRET; further: potency means the concentration at half of the fitted maximal effect; on the % scale 0 is the no-effect control and ±100 the full control effect; nearly all actives have a fitted effect of over 80% in size
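Quantitative HTS used 25 nM Mm-CPN and 10 uM ATP in magnesium/KCl Tris buffer, pH 7.4, with 1 mM DTT. Hydrolysis ran 30 min at 37°C; ADP was read by HTRF.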
Nrf2 inh = inhibitors of Nrf2 signaling; A549 ARE-Fluc reporter, luciferase luminescence, 18-24 h; Potency, µM (series often up to 46 µM), without a hit: at the highest dose activity change, negative = inhibition, hits mostly inhibitors; actives 2.1% (n = 360,000); further: potency means the concentration at half of the fitted maximal effect; on the % scale 0 is the no-effect control and ±100 the full control effect; nearly all actives have a fitted effect of over 60% in size
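Nrf2 function is reported as luminescence of an ARE-controlled luciferase in A549 cells. Compounds were tested at several concentrations, and a CellTiter-Fluor read on the same wells flagged cytotoxicity.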
Nrf2 ARE act = Nrf2 pathway activation | Potency, µM (series often up to 46.1 µM), without a hit: top-dose activation, actives largely listed as activators | AREc32 ARE-luciferase reporter (MCF7-derived line), luminescence, 24 h | actives 0.31% (n = 410,000); further: potency means the concentration at half of the fitted maximal effect; % of control where 0% means no effect; nearly all actives have a fitted effect of over 65% in size
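Each well held 1000 AREc32 cells, which were incubated with compound for 24 hr at 37 deg C after overnight attachment, and ARE reporter activity was quantified by firefly luciferase luminescence.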
TGFb inhibitor = blocks TGF-b signaling. HepG2 CAGA-GFP TGF-b/SMAD3 reporter, GFP fluorescence, 18 h; TGF-beta stimulated, 500 pg/mL final. Potency, µM (top dose mostly 46.1 µM), without a hit: top-dose activity, negative = inhibition, actives largely listed as inhibitors. actives 1.2% (n = 410,000). AID 588855; further: potency means the concentration at half of the fitted maximal effect; on the % scale 0 is the no-effect control and ±100 the full control effect; nearly all actives have a fitted effect of over 65% in size
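TGF-beta reporter screen: HEPG2 CAGA-GFP, 1% FBS, 500 pg/mL TGF-beta final, 18 h; per-cell GFP summed per well; curves fitted and categorized by class.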
HepG2 tox = kills HepG2 cells in TGF-b inhibitor counter-screen | HepG2 CAGA-GFP viability, ATP luminescence, 18 h | Potency, µM (top dose mostly 46.1 µM), for the others: at the highest dose activity change, negative = cytotoxicity, actives largely listed as cytotoxic | actives 0.76% (n = 410,000); further: potency means the concentration at half of the fitted maximal effect; some results filed as inactive show a strong effect at the top dose
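CellTiter-Glo luminescence gave cytotoxicity after 18 hours at 37 degrees C. The cells were HepG2 CAGA-GFP in 1% FBS DMEM, stimulated with 500 pg/mL TGF-beta after compound addition. %Activity was normalised to no-cell wells (complete cell-killing) and DMSO (no toxicity), and curves were fitted and classified.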
ATXN viability = reduces viability in counter-screen for ATXN expression inhibitors; S2 cells (HEK-293 line with an ATXN2-luciferase reporter) viability, CellTiter-Fluor protease fluorescence, 24 h; Potency, µM (highest dose often 56.7 µM), usual class: cytotoxic; actives 0.49% (n = 400,000); further: potency means the concentration at half of the fitted maximal effect; nearly all actives have a fitted effect of over 40% in size
Starred values were filed as active, the others as inactive; i = inactive; ? = inconclusive; / = not tested or not shown; [ ] = another dose, or the depositor's remark. Unless noted, the call rests on the fitted dose curve; in most records, active means well fitted curve in the direction sought with a large enough effect; inconclusive means small, poorly fitted or top-dose-only effect, or another doubt; inactive means no such curve, though single readings can be large; an effect the other way counts as inactive or inconclusive. Rows were taken by chance; about 4.4% have a hit in one of these screens.

Order of values: Akt phos inh | A549 tox | CCT modulator | Mm-Cpn inhibitor | Nrf2 inh | Nrf2 ARE act | TGFb inhibitor | HepG2 tox | ATXN viability
- CC(C)NC(=O)NC(=O)COC(=O)c1ccc(S(=O)(=O)NCc2ccco2)cc1
  i | 1% | 0.0 | 0% | 4% | 2.2% | 3% | 2% | i
- CS(=O)(=O)C1=NSC2=NC(=O)/C(=C\c3ccc(OC(=O)c4ccco4)c(Br)c3)C(=N)N21
  i | 1% | -2.3 | -1% | 0% | 4.6% | 20% | -5% | i
- Cc1ccc(C(=O)N/N=C\c2sccc2C)cn1
  i | 9% | -0.7 | -1% | 10% | 5.6% | -3% | -11% | i
- Cc1cc(C(=O)OCC(=O)c2cccc([N+](=O)[O-])c2)c2cccc(C)c2n1
  i | 0% | 0.2 | -6% | / | 0.4% | 16% | 6% | i
- CC(=O)NCC(=O)OCC(=O)Nc1ccc(C(C)=O)cc1
  i | -5% | 2.1 | 1% | 12% | -0.5% | -2% | 0% | i
- CC1=C(c2ccccc2)CCC1=O
  i | 1% | -3.3 | / | -12% | -0.7% | 0% | 1% | i
- O=C(O)CCCn1nc(-c2ccccc2)c2ccccc21
  i | 11% | -0.7 | -3% | -16% | -0.7% | -9% | -2% | i
- CC12CC3(C)CC(C)(C1)CC(C(=O)NC(=S)NC(C)(C)C)(C2)C3
  i | 8% | 1.0 | 0% | 25% | 2.9% | 10% | -18% | i
- O=C(Nc1ccc(N2CCOCC2)c(Cl)c1)c1ccc([N+](=O)[O-])o1
  i | -5% | 0.1 | 2% | 25% | ? | 8.9µM* | 13µM* | ?
- CC(C)CNC(=O)C(=O)NNC(=O)c1ccco1
  i | -7% | -6.1 | 0% | -4% | -0.1% | 7% | 2% | i
- CCN(CC(=O)Nc1c(F)cccc1F)C(=O)/C=C/c1ccc(C)cc1
  i | -2% | -1.3 | 1% | 26% | 4.4% | 11% | 0% | ?
- CC(=O)Nc1ccc(CNc2nc(NCc3cccs3)nc3ccsc23)cc1
  i | / | -0.2 | / | / | 0.1% | -17% | 1% | ?
- CC(C)(C)OC[C@H](NC(=O)c1[nH]cnc1C(=O)Nc1ccccc1F)C(=O)OC(C)(C)C
  i | / | -1.5 | / | / | -6.1% | ? | 20µM* | /
- Cc1ccc(-c2nnc(Nc3ccc(C(=O)N(C)C)cc3)c3ccccc23)cc1S(=O)(=O)NC(C)(C)CO
  i | 5% | -19 | -1% | 2% | 0.2% | 2% | 13% | i
- CN1CC(=O)N(CC(=O)Nc2ccc(Cl)c(C(F)(F)F)c2)C1=O
  i | -1% | 0.4 | 1% | 9% | 2.4% | 10% | 4% | i
- O=C(Nc1ccc(-c2nc3cc(Cl)ccc3c(=O)o2)cc1)c1ccco1
  i | 5% | 0.0 | 3% | 1% | 0.4% | -1% | -3% | i
- O=C(Cc1ccccc1)Nc1scc(-c2ccccc2)c1C(=O)N1CCOCC1
  i | 3% | 0.0 | -1% | 11% | -0.4% | 0% | -11% | i
- O=C(COc1ccc(Cl)cc1Cl)NN=C1c2ccccc2-c2ccccc21
  i | -1% | 0.2 | -4% | 8% | -0.5%[9.22 µM] | -14% | -5% | ?
- O=C(CSc1nnc(CNC(=O)C23CC4CC(CC(C4)C2)C3)n1-c1ccc(F)cc1)Nc1ccc(F)cc1
  i | 1% | -3.9 | -2% | 1% | -0.1% | ? | -15% | i
- CC(C)(C)[C@@H]1C=C(C(=O)O)[C@H](c2ccc(Cl)cc2)N1S(=O)(=O)c1ccccc1
  i | 12% | -0.2 | 0% | -5% | 2.6% | -11% | -5% | i
- CCc1nnc2c3cnn(-c4ccccc4)c3ncn12
  i | -1% | -2.1 | 1% | ? | 2.6% | -9% | -12% | i
- Cc1ccc2sc(-c3ccc(NC(=O)/C=C\C(=O)O)cc3)nc2c1
  i | -2% | -0.6 | 3% | ? | -0.5% | 6% | -1% | /
- COc1cc(=O)n(C)c2c(OCC3OC(C)(C)OC3(C)C)cccc12 (centres undefined)
  i | 4% | 0.2 | 0% | -11% | 4.6% | -8% | -21% | i
- O=C(NCc1ccc(Cl)cc1)C1CCN(S(=O)(=O)c2cccnc2)CC1
  i | -2% | 0.1 | -1% | -1% | -0.8% | 4% | 13% | ?
- CCCCOC(=O)Nc1sc2nc(C)cc(C)c2c1-n1cccc1
  i | 13% | -1.7 | 3% | ? | -0.2% | 4% | 2% | i
- CCOC(=O)N1CCN(C(=O)c2cn(C)c(=O)c3c2c2ccccc2n3C)CC1
  i | 0% | 0.2 | -6% | / | 0.1% | 6% | 1% | i
- COc1ccc(OC)c(CNC(=O)CCCn2c(=O)c3cccn3c3cccnc32)c1
  / | 8% | / | / | -14% | -0.4% | / | -9% | /
- Cc1nonc1C1CCCN1C(=O)c1cc(COc2ccc(F)cc2F)on1 (centres undefined)
  i | 3% | 1.8 | 0% | ? | 5.6% | -6% | 5% | i
- O=C(O)CSCC(=O)NCc1ccc(Cl)cc1
  i | 6% | -1.2 | 1% | 2% | -0.3% | 14% | 21% | i
- CCOc1ccc(C(O)Cc2nc3ccccc3n2C)cc1 (centres undefined)
  i | 4% | 0.3 | -1% | 8% | 3.8% | -6% | 4% | i
- COc1ccc(C(=O)N2CCN(c3c(C)cccc3C)CC2)cc1OC
  i | 5% | -2.3 | 2% | 5% | -0.2% | -19% | -25% | i
- N#Cc1ccccc1OCc1cn(CC(=O)c2ccc(O)cc2)nn1
  i | -2% | -1.9 | / | 14% | 4.5% | -3% | -16% | i
- Cc1cc(NC(=O)c2ccccc2)nc2c1c(=O)oc1ccccc12
  i | 0% | 1.8 | -13% | 13% | ? | 7% | 10% | i
- CCc1nnc(NS(=O)(=O)c2ccc(NC(=O)c3ccccc3)cc2)s1
  i | 0% | -2.0 | -1% | 7% | -0.4% | 5% | 28% | i
- C#CCOCCOCCOCCNc1nc(N2CCOCC2)nc(N2CCN(C(=O)[C@H](Cc3ccc(O)cc3)n3cc(CCO)nn3)CC2)n1
  i | -2% | -1.2 | / | 8% | -0.8% | 9% | -3% | i
- Cc1ccc(C(C(=O)NCc2ccc(F)cc2)N(C(=O)c2csnn2)C2CC2)o1 (centres undefined)
  i | / | -1.3 | -4% | -8% | -0.5% | -2% | -2% | i
- COc1cc(C#N)ccc1OC(=O)C1CCN(C(=O)c2ccc(F)cc2)CC1
  i | -2% | 1.3 | 2% | -5% | -0.2% | 5% | 5% | i
- Cc1ccc(O)c(-c2[nH]ncc2C(=O)c2ccc(Br)cc2)c1
  i | 0% | -5.1 | 2% | 7% | -0.8% | ? | -44% | i
- Cc1cc(C)c2c(=O)[nH]c(=O)n(Cc3ccccc3)c2n1
  i | 11% | -12 | -6% | -19% | 0.5% | 20% | -2% | i
- CCC(=O)Oc1c(Sc2ccc(Cl)cc2)c(C)nn1-c1ccccc1
  / | 10% | / | / | -22%[9.27 µM] | -4.1% | ? | -21% | /
- COc1ccc(S(=O)(=O)N(C)C[C@H]2Oc3c(NC(=O)NC(C)C)cccc3C(=O)N([C@H](C)CO)C[C@@H]2C)cc1
  i | -2% | 0.0 | -1% | 9% | 2.6% | -1% | -6% | i
- Cc1cccc(N2CCN(S(=O)(=O)c3ccc(F)c(C(=O)Nc4cccc(Cl)c4C)c3)CC2C)c1 (centres undefined)
  / | 10% | / | / | / | 2.1% | -1% | 8% | /
- CC1(C(=O)O)CCN1C(=O)c1cccc(OC(F)(F)F)c1 (centres undefined)
  i | / | 1.4 | / | / | 0.5% | 11% | -2% | i
- COc1ccc(-c2nn(CCC(=O)O)cc2/C=N/NC(N)=S)cc1
  i | -3% | -0.8 | 1% | -2% | -0.6% | -1% | -17% | i
- CCOc1cc(/C=C2\C(=O)N(Cc3ccco3)C(C)=C2C(=O)OC)ccc1O
  i | -22% | 0.4 | -4% | -40% | ? | -17% | -25% | i
- COc1ccc(OCCCC(=O)Nc2cc(S(=O)(=O)N3CCCCC3)ccc2C)cc1
  i | 6% | -2.9 | 1% | -21% | 3.1% | -9% | -3% | i
- CCOc1ccc(C2C(C#N)=C(N)N(N(C)C)C3=C2C(=O)CC(C)(C)C3)cc1 (centres undefined)
  i | -6% | 1.7 | 2% | 2% | 0.3% | -25% | -9% | i
- CC1(C(=O)OCC(=O)Nc2cccc(S(=O)(=O)NC3=NCCCCC3)c2)CC1(Cl)Cl (centres undefined)
  i | -4% | 1.5 | 0% | 3% | 0.4% | 10% | -3% | i
- Cc1ccc(NN2C(=O)C=C(c3ccccc3)C2=O)cc1
  i | -14% | -2.3 | -4% | -19% | -3.3% | ? | -152% | ?
- CCC(C)c1ccc(NC(=O)c2ccco2)cc1 (centres undefined)
  i | 6% | 1.7 | 0% | -23% | -2.4% | -14% | -39% | ?
- COc1ccc2oc(C(=O)NC3CCCCC3)c(C)c2c1
  i | 4% | -1.3 | -9% | ? | 0.9% | 5% | 3% | i
- CSC1=NC(=O)/C(=C/c2ccc(SC)cc2)S1
  i | -2% | -2.2 | 1% | ? | 3.5% | -1% | -15% | ?
- COCCNC(=O)C(OC(=O)c1ccco1)c1ccccc1Cl (centres undefined)
  i | 0% | -0.1 | 1% | -11% | 0.2% | 4% | 1% | i
- Cc1c(N)cc(C(=O)N2CCOCC2)cc1[N+](=O)[O-]
  i | 1% | 2.3 | 0% | 7% | 0.4% | -4% | 9% | i
- O=C(NCC1CCCO1)c1ccc2nc(N3CCCCC3)sc2c1 (centres undefined)
  i | 1% | 0.9 | 3% | ? | -2.2% | 8% | -57% | i
- Cc1ccc(-c2cc(C(=O)N3CCN(S(=O)(=O)c4ccc(Br)cc4)CC3)[nH]n2)c(C)c1
  / | 5% | / | / | 6% | 0.3% | 0% | -18% | /
